Screening results (PubChem BioAssay)
Runt-CBFb FRET = inhibitors of human RUNX1 Runt domain binding to CBFb | Q01196+Q13951 | Cerulean-Runt/Venus-CBFb FRET ratio 530/480, 1 h | inhibition, % at 20 µM | 0.46% of 220,000 active | AID 1496;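 active means inhibition over about 50% at 20 µM in the single-dose screen, limit read from the data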;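 further: 0% = DMSO wells and 100% = excess unlabeled CBFb competitor control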
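Measured by: fluorescence energy transfer, 422 nm excitation, 530/480 nm emission; test system: Cerulean-tagged RUNX1 Runt domain (FRET donor) fusion protein; buffer or medium: Tris pH 7.5 buffer with BSA; compound: one dose, 20 µM compound, 1% DMSO; times: two 1 h room-temperature incubations shielded from light; benchmarks: unlabeled CBFb 5 µM, positive control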
14-3-3 Bad PPI = disrupts binding of bovine 14-3-3 zeta to phospho-Bad peptide | TR-FRET 14-3-3zeta/Dy647-pBad peptide displacement, 1 h | 0.71% of 220,000 active | inhibition, % at 21.7 µM | P63103;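 active means inhibition above about 70%, limit read from the data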;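 further: 0% = full 14-3-3 plus peptide FRET controls and 100% = background without 14-3-3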
Target sequence (P63103 whole entry, looked up): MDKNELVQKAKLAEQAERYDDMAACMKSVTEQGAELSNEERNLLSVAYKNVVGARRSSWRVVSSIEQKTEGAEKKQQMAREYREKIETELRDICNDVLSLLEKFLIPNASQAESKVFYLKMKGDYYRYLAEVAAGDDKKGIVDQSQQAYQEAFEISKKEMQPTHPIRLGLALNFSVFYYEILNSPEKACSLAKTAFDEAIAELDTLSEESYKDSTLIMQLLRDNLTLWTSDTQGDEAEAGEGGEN
Hck-Nef inh = human Hck-Nef kinase inhibition | Recombinant Hck-YEEI plus Nef, Z-Lyte FRET kinase assay | inhibition, % at 20 µM | 0.68% of 220,000 active;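 active means Hck-Nef kinase inhibition above about 50%, limit read from the data; inactive means inhibition below that limit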;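 further: 0% = DMSO with Hck plus Nef and 100% = Hck alone without Nef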
MDM2 E3 inh = blocks human Mdm2 ubiquitin ligase activity; Q00987; cell-based MDM2 ubiquitination luciferase reporter, 2 h; 0 = plate control, 100 = twice control, blank-subtracted; signal enhancement, % at 5 µM; 0.11% of 210,000 active; AID 1230;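 active means signal enhancement of 30% or more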;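 further: luminescence tracks abundance of the self-degrading MDM2-luciferase fusion protein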
Target sequence (Q00987 whole entry, looked up, the tested form may be a part): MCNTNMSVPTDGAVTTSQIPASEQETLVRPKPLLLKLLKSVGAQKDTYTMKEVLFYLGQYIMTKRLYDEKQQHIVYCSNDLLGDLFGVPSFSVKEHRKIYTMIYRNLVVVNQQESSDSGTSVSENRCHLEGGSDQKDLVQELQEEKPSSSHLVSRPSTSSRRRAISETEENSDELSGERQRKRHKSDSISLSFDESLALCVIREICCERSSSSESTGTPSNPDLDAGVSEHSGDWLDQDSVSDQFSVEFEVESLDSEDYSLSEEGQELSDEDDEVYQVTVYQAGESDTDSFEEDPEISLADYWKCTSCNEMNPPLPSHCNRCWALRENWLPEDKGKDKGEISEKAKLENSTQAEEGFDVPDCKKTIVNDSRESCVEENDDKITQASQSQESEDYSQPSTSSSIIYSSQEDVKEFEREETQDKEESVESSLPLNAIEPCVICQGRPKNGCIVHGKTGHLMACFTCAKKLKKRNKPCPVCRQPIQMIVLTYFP
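Test system: mammalian cells stably expressing self-ubiquitinating, self-degrading MDM2 E3–luciferase fusion; Amount: 2000 cells in each well; Medium: DMEM; Schedule: 4 h settle plus 2 h compound, 37 °C; Technique: SteadyLite luciferase luminescence after 15 min room-temperature reagent incubation; Benchmarks: plate control and blank wells.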
EBV gp42 inh = inhibitors of Epstein-Barr virus glycoprotein 42 | inhibition, % (tested at 21.74 µM) | 0.42% of 220,000 active | AID 1085 | Q1HVG2 | Fluorescence polarization binding assay, mP read-out; in the data active means inhibition above about 50%
Target sequence (Q1HVG2 whole entry, looked up): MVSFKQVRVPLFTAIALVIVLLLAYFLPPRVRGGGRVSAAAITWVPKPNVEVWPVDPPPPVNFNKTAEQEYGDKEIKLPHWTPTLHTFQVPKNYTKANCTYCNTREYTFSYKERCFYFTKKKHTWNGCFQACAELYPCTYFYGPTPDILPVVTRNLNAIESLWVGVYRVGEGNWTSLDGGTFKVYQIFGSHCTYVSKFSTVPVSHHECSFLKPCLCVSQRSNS
TbHK1 inh = blocks Trypanosoma brucei hexokinase 1 activity | recombinant TbHK1, G6PDH-coupled NADH A340 | inhibition, % at 10 µM | 0.11% of 220,000 active | AID 1430;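 active means inhibition of 50% or more in the single-dose primary screen; inactive means inhibition below 50%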
Runt-SMMHC FRET = blocks binding of human RUNX1 Runt domain to CBFb-SMMHC. Cerulean-Runt/Venus-CBFb-SMMHC FRET ratio 530/480, 1 h. inhibition, % at 20 µM. 0.74% of 220,000 active. AID 1434;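 active means mean inhibition across duplicate retests at 20 µM reaching about 50%, limit read from the data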;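 further: 0% = DMSO wells and 100% = wells with excess untagged CBFb-SMMHC; inhibitors lower the FRET ratio by blocking Runt binding to CBFb-SMMHC; some results filed as inactive read as strong as hits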
NCF1 inh = inhibitors of human p47phox binding. p47phox/p22phox peptide binding, fluorescence polarization, 2 h. inhibition, % at 24.7 µM. P14598. AID 1274. 0.53% of 220,000 active;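 active means inhibition above about 30%, limit read from the data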;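 further: 0% = p47phox with labelled peptide and 100% = labelled peptide alone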
L929 necroptosis = L929 zVAD cell death inhibition; L929 zVAD necroptosis rescue, ATP luminescence, 24 h; with zVAD 60 µM; viability rescue, % at 10 µM; 0.38% of 220,000 active; AID 1377;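 active means activation, scaled between plate controls, above about 75%, limit read from the data; inactive means activation under that limit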;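 further: 0% = zVAD with DMSO and 100% = DMSO alone without zVAD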
Numbers without * were called inactive; / = not tested or not shown; [ ] = another dose, or the depositor's remark.

No.	SMILES	Runt-CBFb FRET	14-3-3 Bad PPI	Hck-Nef inh	MDM2 E3 inh	EBV gp42 inh	TbHK1 inh	Runt-SMMHC FRET	NCF1 inh	L929 necroptosis
1	CCc1ccc(OC)c(S(=O)(=O)NCCOc2ccccc2)c1	-2	6	2	-7	-22	7	-4	-24	0.2
2	Cc1ccccc1N1C(=O)C(Cl)=C(N2CCN(c3ccccc3)CC2)C1=O	-3	1	7	3	-25	8	-5	-21	2.6
3	COc1cc(/C=N/NC(=O)CCc2c(C)n[nH]c2C)cc(OC)c1OC	-1	10	0	12	0	-6	-3	-7	0.5
4	O=c1cc(-c2ccccc2)nc2c(-c3ccccc3)c(C(F)(F)F)[nH]n12	2	-2	57*	-8	60*	-10	2	-15	0.6
5	O=C(NCc1ccc2c(c1)OCO2)c1cc(-c2cc(Cl)ccc2O)n[nH]1	0	4	17	-10	-4	-3	-3	-4	0.5
6	COc1ccc(-n2c(C)n[nH]c2=O)cc1OC	0	-2[fluorescence artefact?]	0	-16	-8	3	3	-3	0.2
7	CCOC(=O)c1sc(N)nc1-c1ccccc1	1	9	2	-5	-12	-8	0	-3	-0.5
8	Cc1[nH]c2ccccc2c1NC(=O)CN1CCN(Cc2ccc3c(c2)OCO3)CC1	-22	-10[fluorescence artefact?]	1	-15	-17	2	-119	-7	0.5
9	CCOC(=O)c1c(NC(=O)CSc2nnc(-c3cccc(C)c3)n2CC)sc(C(C)=O)c1C	-10	-10	1	6	-34	-2	-7	-46	-0.4
10	Cc1cc(C)c(NC(=O)CS(=O)CC(=O)Nc2ccc(F)cc2F)c(C)c1 (configuration not stated)	1	1	16	/	-15	-16	-1	-9	-0.1
11	O=C(CC1CCCCC1)OCn1nnc2ccccc2c1=O	0	-3	-1	-24	-6	-7	3	2	-0.6
12	O=c1[nH]cnc2c1sc1nc(-c3ccccc3)c3c(c12)CCCC3	-2	2[fluorescence artefact?]	1	-12	-18	-3	-2	-11	0.3
13	CCOC(=O)C(=CNc1ccc(N2CCOCC2)cc1)C(=O)OCC	0	-13	6	1	-13	-65	-1	1	-0.3
14	CC(C(=O)N(C)C)N(C#N)c1nc(N(C)C)nc(N(C)C)n1 (configuration not stated)	-2	-4	2	-5	-12	-3	0	0	1.1
15	O=c1c(-c2nnc(SCc3ccc(Cl)cc3)o2)cccn1Cc1ccccc1	-1	-2	2	-9	-10	-5	-1	-7	0.2
16	Cc1cc(C)c2[nH]c(=O)c(C(c3nnnn3Cc3ccc4c(c3)OCO4)N3CCC(C)CC3)cc2c1 (configuration not stated)	-5	2[fluorescence artefact?]	7	-2	-22	-16	3	-33	0.2

Profiles as entered above. Order of screens: Runt-CBFb FRET | 14-3-3 Bad PPI | Hck-Nef inh | MDM2 E3 inh | EBV gp42 inh | TbHK1 inh | Runt-SMMHC FRET | NCF1 inh | L929 necroptosis
Listed for O=c1c(-c2nnc(SCc3ccc(Cl)cc3)o2)cccn1Cc1ccccc1 → -1 | -2 | 2 | -9 | -10 | -5 | -1 | -7 | 0.2
Listed for O=c1[nH]cnc2c1sc1nc(-c3ccccc3)c3c(c12)CCCC3 → -2 | 2[fluorescence artefact?] | 1 | -12 | -18 | -3 | -2 | -11 | 0.3

Part of the list above, with one line to a screen.
(11) O=C(CC1CCCCC1)OCn1nnc2ccccc2c1=O
(12) O=c1[nH]cnc2c1sc1nc(-c3ccccc3)c3c(c12)CCCC3

compound no.	11	12
Runt-CBFb FRET	0	-2
14-3-3 Bad PPI	-3	2[fluorescence artefact?]
Hck-Nef inh	-1	1
MDM2 E3 inh	-24	-12
EBV gp42 inh	-6	-18
TbHK1 inh	-7	-3
Runt-SMMHC FRET	3	-2
NCF1 inh	2	-11
L929 necroptosis	-0.6	0.3

Compounds listed so far that contain four or more nitrogen atoms (five):
No.	SMILES	Runt-CBFb FRET	14-3-3 Bad PPI	Hck-Nef inh	MDM2 E3 inh	EBV gp42 inh	TbHK1 inh	Runt-SMMHC FRET	NCF1 inh	L929 necroptosis
3	COc1cc(/C=N/NC(=O)CCc2c(C)n[nH]c2C)cc(OC)c1OC	-1	10	0	12	0	-6	-3	-7	0.5
8	Cc1[nH]c2ccccc2c1NC(=O)CN1CCN(Cc2ccc3c(c2)OCO3)CC1	-22	-10[fluorescence artefact?]	1	-15	-17	2	-119	-7	0.5
9	CCOC(=O)c1c(NC(=O)CSc2nnc(-c3cccc(C)c3)n2CC)sc(C(C)=O)c1C	-10	-10	1	6	-34	-2	-7	-46	-0.4
14	CC(C(=O)N(C)C)N(C#N)c1nc(N(C)C)nc(N(C)C)n1 (configuration not stated)	-2	-4	2	-5	-12	-3	0	0	1.1
16	Cc1cc(C)c2[nH]c(=O)c(C(c3nnnn3Cc3ccc4c(c3)OCO4)N3CCC(C)CC3)cc2c1 (configuration not stated)	-5	2[fluorescence artefact?]	7	-2	-22	-16	3	-33	0.2

New compounds follow.
No.	SMILES	Runt-CBFb FRET	14-3-3 Bad PPI	Hck-Nef inh	MDM2 E3 inh	EBV gp42 inh	TbHK1 inh	Runt-SMMHC FRET	NCF1 inh	L929 necroptosis
17	N#Cc1nc(-c2ccc(Cl)cc2)oc1NCCc1ccccn1	-3	1[fluorescence artefact?]	6	-2	-1	-3	0	-2	-0.3
18	COc1ccc(Cl)cc1-n1c(=S)sc2c(=O)[nH]c(SCC(=O)NCC3CCCO3)nc21 (configuration not stated)	1	7	2	4	-23	-47	0	-10	3.2
19	Cn1nnnc1SCC(=O)NC1CCCc2ccccc21 (configuration not stated)	0	-2	23	-10	-10	2	0	-10	0.6
20	O=C(CNS(=O)(=O)c1ccc2ccccc2c1)OCc1csc(-c2ccccc2)n1	0	-8	3	2	-51	7	-1	-37	0.9
21	CC[C@H]1OC(=O)C[C@@H](O)[C@H](C)[C@@H](O[C@@H]2O[C@H](C)C[C@H](N(C)C)[C@H]2O)[C@@H](CC=O)C[C@@H](C)C(=O)C=C[C@]2(C)O[C@H]2[C@@H]1C	1	5	18	-7	-3	-7	-2	0	0.1
22	Cc1cccc(N/C(N)=N/c2nc(CSc3ccc(Cl)cc3)cc(=O)[nH]2)c1	2	5	-4	-17	-3	-12	3	-7	-1.2
23	O=C(Nc1nnc(-c2ccco2)o1)c1ccc(S(=O)(=O)N2CCOCC2)cc1	0	-2	-7	-12	-14	-14	2	-2	1.7
24	COc1ccc2nc(NC(=O)C3CCCN(S(=O)(=O)c4cccs4)C3)sc2c1 (configuration not stated)	-1	-6	4	-12	-5	-3	1	-28	61
25	O=C(CCc1ccccc1)Nc1ccc(NC(=O)C2CC2)nc1	-1	-5[fluorescence artefact?]	35	-12	-23	1	0	-2	2.5
26	COc1cc(/C=C2\SC(c3ccccc3)=NC2=O)cc(Cl)c1O	44	-24	50*	-10	1	-7	69*	-26	-1.0
27	Oc1ccc(Cl)cc1/C=C/c1ccc2cccc(O)c2n1	-23	-5	5	-18	6	9	-73	-21	31
28	Cc1ccc(NC(=O)CCSc2nnc(Cc3ccccc3)o2)cc1	-1	-38	2	-3	-15	32	5	-2	0.9
29	Cc1ccc(S(=O)(=O)NCc2ccncc2)cc1C	0	-5	23	-22	-4	3	0	0	-0.7
30	Nc1ccccc1-c1ccccc1N	4	-5	15	3	-18	-4	-3	-9	6.7
31	CCOc1ccccc1Oc1coc2cc(O)ccc2c1=O	2	/	4	-7	-2	-22	3	-8	1.6
32	Cc1ccc2nc(-c3ccccc3)c(NC(=O)c3ccco3)n2c1	0	-4	13	0	-10	-8	-4	-23	-0.2
33	Cc1ccc(NC(=O)c2csc3c2CCCC3)cc1	-1	-4	-10	2	1	-1	-3	0	67
34	CNC(=O)CSc1nc(N)c2c3c(sc2n1)CCC3	2	-4	-1	-6	-4	-9	-2	-12	0.1
35	CN(C)S(=O)(=O)c1ccc(Cl)c(NC(=O)COC(=O)c2cc(-c3ccccc3)nc3ccccc23)c1	-3	-7	-42	-8	-13	-16	4	-18	0.5
36	COC(=O)c1cnc2ccccc2n1	0	5	0	-6	-12	-4	-7	0	0.0
37	O=C1N=c2ccccc2=C1c1sc(=S)n(NC(=O)c2ccccc2)c1O	31	-5	3	3	-18	-13	6	-15	1.1
38	Cc1nc(SCC(=O)NC(=O)NC(C)(C)C)nc(C)c1C	-1	-2	13	/	-7	-11	-2	-11	0.0
39	CCSc1nnc2n1C(C)(C)Cc1ccccc1-2	3	11	9	-7	12	-11	-5	4	-0.9
40	CCc1nc(C#N)c(N2CCCCC2)o1	-2	5	5	11	-13	6	0	-6	0.5
41	C=CCCCCCCCCC(=O)NN	-3	6	0	4	-4	1	2	-14	0.0
42	Cc1cc(C)n2nc(C)c(Br)c2n1	1	1	-23	-24	-10	4	1	4	0.3
43	O=C(C(=O)c1cccnc1)c1cccnc1	1	-4	16	/	-6	3	-1	9	0.0
44	CC1(C)C=C2[C@H]3CC[C@@H]4[C@@]5(C)CCC(=O)C(C)(C)[C@@H]5CC[C@@]4(C)[C@]3(C)CC[C@@]2(C(=O)O)CC1	0	0	33	/	-4	23	-7	-8	0.0
45	Cn1c(=O)c2c(n(C)c1=O)=NC1(CCCCC1)N=2	-1	11[fluorescence artefact?]	8	-9	-16	7	1	-2	0.1
46	CC(NS(=O)(=O)c1cccc(S(=O)(=O)c2ccccc2)c1)C(=O)O (configuration not stated)	-1	2[fluorescence artefact?]	3	-1	-16	1	-2	18	1.8
47	CC(NC(=O)c1cccs1)c1n[nH]c(=S)n1C (configuration not stated)	1	4[fluorescence artefact?]	0	-7	2	-1	2	-7	0.1
48	NS(=O)(=O)c1ccc(N/N=C/c2ccc(O)c(O)c2O)c([N+](=O)[O-])c1	43	89*	51*	-4	97*	67*	65*	14	0.1
49	COc1ccc(S(=O)(=O)N(C)CC(=O)Nc2cccc(C(C)=O)c2)cc1C	1	-7	6	3	-12	-7	0	-8	0.4
50	O=S(=O)(NC1=NCCC1)c1ccc(F)cc1	-1	-3	7	-14	13	0	-4	2	0.9
51	COc1ccc(S(=O)(=O)NCC(=O)N(CC(=O)NC(C)(C)C)Cc2cccs2)cc1	-2	-12	1	12	-12	0	-2	4	3.6
52	CC(C(=O)NN)c1ccc([N+](=O)[O-])cc1 (configuration not stated)	4	-5	0	-4	-5	-8	-1	-4	1.5
53	O=C(NCc1csc2ccc(Cl)cc12)Nc1ccccc1	0	1	15	-10	-3	5	0	-9	0.9
54	Cc1ccsc1/C=C1\SC(=S)N(CC2CCCO2)C1=O (configuration not stated)	-1	-3	16	-14	4	-9	0	-3	0.5
55	O=C(CCN1CCN(c2ccccc2)CC1)NNC(=O)c1cccc2ccccc12	-5	-5[fluorescence artefact?]	5	-12	-7	0	0	-9	0.3
56	CCCn1c(SCC(=O)N2c3ccccc3CC2C)nnc1-c1ccco1 (configuration not stated)	-3	-5[fluorescence artefact?]	7	1	13	4	4	7	-0.7
57	COc1ccc(CNC(=O)C/C(C)=N/NC(=O)COc2ccccc2)cc1	-1	-9	23	0	-11	0	3	-3	2.0
58	CC(C)CNS(=O)(=O)c1ccc(CCC(=O)Nc2ccc3c(c2)OCCO3)cc1	-2	-2	0	-24	2	-2	-2	-1	0.0
